ABCB6 inh MLPCN = blocks the human ABCB6 transporter. 0.19% of 360,000 active. AID 602162. Q9NP58. K562-ABCB6 porphyrin accumulation, flow cytometry, 1 h; active compounds read low. fluorescence ratio to DMSO, % at 10 µM;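 active means fluorescence ratio to DMSO below 75%, the collection mean minus 3 SD; inconclusive means too few cells collected in the well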;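 further: signal is porphyrin accumulated inside mitochondria; 100% equals median channel fluorescence of DMSO control wells; lower ratio means ABCB6 inhibition with less porphyrin fluorescence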
Glyco luc inh = blocks N-linked glycosylation in D54 reporter cells. D54 ERlucT glycosylation luciferase reporter, 24 h; percent of 100 nM tunicamycin response. reporter increase, % at 12.5 µM. 0.23% of 360,000 active. AID 588692;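 active means mean luciferase reporter signal, scaled so untreated is 0 and the glycosylation-blocking control 100, at or above a set limit in every replicate; inconclusive means mean reaches the limit but not every replicate does; inactive means mean below the limit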;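 further: luciferase carries N-glycosylation sites so blocking glycosylation raises the light; 0% = median of neutral control wells and 100% = median of 100 nM tunicamycin wells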
CaV13 ICDI inh = Primary screen for inhibitors of IQ motif and Ca2+-dependent inactivation inhibitor domain binding in CACNA1D, Förster resonance energy transfer in living cells, …; HEK cells, CFP/YFP FRET ICDI-IQ, plate reader, 10 min; percent FRET-ratio fall versus neutral wells; inhibition, % at 12.3 µM; 0.098% of 340,000 active; AID 743397;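 active means mean replicate inhibition of at least 30% and at least 1% of replicates passing that level; inconclusive means only one of the two criteria is met; inactive means neither criterion is met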;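 further: 0% = median of the neutral control wells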
aDG glyco act = increases alpha dystroglycan glycosylation | activation, % at 10 µM | 0.22% of 360,000 active | Pro5-aDG cells, alpha-DG glycosylation AlphaScreen (IIH6); 0% Pro5, 100% B10-LARGE cell signal;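 active means activation of at least 8% versus controls, or a plate z-score of at least 8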;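 further: Pro5 are CHO cells carrying HIG-tagged alpha-DG that lacks glycosylation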
PDI turbidity = PDI (human) enzyme inhibition. P07237. PDI insulin aggregation turbidity, A650, 90 min. inhibition, % at 10 µM. 0.052% of 350,000 active;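 active means mean inhibition across replicates of 30% or more, whatever share of single replicates reach that level; inconclusive means mean inhibition below 30% while every single replicate reaches 30%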;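 further: absorbance from insulin aggregation driven by PDI reduction with DTT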
Target sequence (P07237 whole entry, looked up): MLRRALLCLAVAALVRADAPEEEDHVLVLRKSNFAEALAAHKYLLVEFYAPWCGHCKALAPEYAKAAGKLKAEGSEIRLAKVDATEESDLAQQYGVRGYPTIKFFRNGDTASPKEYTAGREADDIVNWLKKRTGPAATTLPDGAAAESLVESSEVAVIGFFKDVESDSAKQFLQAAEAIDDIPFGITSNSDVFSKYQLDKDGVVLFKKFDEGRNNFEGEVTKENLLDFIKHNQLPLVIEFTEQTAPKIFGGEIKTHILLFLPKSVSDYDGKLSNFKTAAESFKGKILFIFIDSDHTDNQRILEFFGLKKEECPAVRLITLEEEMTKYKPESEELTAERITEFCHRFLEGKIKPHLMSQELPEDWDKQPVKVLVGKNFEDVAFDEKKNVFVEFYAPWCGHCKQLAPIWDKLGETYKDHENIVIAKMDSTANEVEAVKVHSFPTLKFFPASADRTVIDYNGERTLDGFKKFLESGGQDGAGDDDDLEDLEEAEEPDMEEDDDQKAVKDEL
m5-HT2A agonist = agonists of mouse serotonin 5-HT2A receptor (HTR2A). P35363. CHO-K1 mHTR2A beta-arrestin complementation, luminescence; percent of 30 µM serotonin response. activation, % at 7.6 µM. 0.66% of 360,000 active;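 active means activation above a run cutoff, the mean activation of all tested compounds plus 3 SD, cut at about 14% in these data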;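 further: 0% = plate median of compound wells and 100% = 30 µM serotonin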
Target sequence (P35363 whole entry, looked up): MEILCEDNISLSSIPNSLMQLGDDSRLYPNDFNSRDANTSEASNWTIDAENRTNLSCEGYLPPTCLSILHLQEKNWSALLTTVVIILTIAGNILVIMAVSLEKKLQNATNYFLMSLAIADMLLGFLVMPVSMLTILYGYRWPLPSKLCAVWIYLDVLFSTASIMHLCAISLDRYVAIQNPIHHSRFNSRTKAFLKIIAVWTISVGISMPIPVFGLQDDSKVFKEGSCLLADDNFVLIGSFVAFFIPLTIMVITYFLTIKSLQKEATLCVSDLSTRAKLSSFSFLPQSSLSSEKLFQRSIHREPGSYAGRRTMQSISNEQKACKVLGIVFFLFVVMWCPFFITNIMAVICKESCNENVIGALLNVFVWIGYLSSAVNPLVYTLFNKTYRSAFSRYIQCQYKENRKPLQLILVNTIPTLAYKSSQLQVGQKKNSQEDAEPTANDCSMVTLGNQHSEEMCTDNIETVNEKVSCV
H9c2 protect = modulators protecting cardiomyocytes from myocardial damage | H9c2 cardiomyocytes, H2O2 injury protection, ATPLite, 2 h | protection from H2O2 cell death, % at 20 µM | 0.63% of 360,000 active;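 active means compounds giving at least 50% protection of heart cells from peroxide-induced death in the single-dose screen, raw or plate-pattern-corrected value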;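 further: 0% = DMSO wells with peroxide and 100% = DMSO wells without peroxide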
Vif imaging = blocks HIV Vif function; inhibition, % at 7.49 µM; 0.35% of 340,000 active; HEK293T cells, Vif self-association by quenched fluorescence, imaging, 24 h; in the data active means inhibition above about 50%, passing the limit was not always enough; inconclusive means no clear call, values can overlap the other calls; inactive means below about 31%; further: some results filed as inactive read as strong as hits
hiPSC survival = increases survival of single human iPS cells; hiPSC single-cell survival, ATPlite luminescence; 100% = ROCK inhibitor wells, 0% = DMSO; survival enhancement, % at 20 µM; 0.044% of 360,000 active; in the data active means survival enhancement above about 18%;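 further: cells exposed to compounds for 16 hours before the ATP read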
Granule exo inh = lytic granule exocytosis inhibition; TALL-104 LAMP-1 surface exposure, flow cytometry; cells stimulated with thapsigargin and PMA; inhibition, % at 10 µM; 0.66% of 360,000 active;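 active means inhibition above about 55%, limit read from the data; inconclusive means no clear call, values can overlap the other calls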
Active calls of the source: *; ? = inconclusive; . = not tested or not shown. No enrichment for hits, and some 3.1% of all compounds hit somewhere here.

The first 2 compounds, ahead of the listing:
compound	ABCB6 inh MLPCN	Glyco luc inh	CaV13 ICDI inh	aDG glyco act	PDI turbidity	m5-HT2A agonist	H9c2 protect	Vif imaging	hiPSC survival	Granule exo inh
COc1cc(C2c3cc4c(cc3C3OC(=O)C2C3CO)OCO4)cc(OC)c1OC (stereo not given)	100	8	-11	-0.2	-11	-2	2	.	-1.5	-2
CCCCC(CC)CNC(=O)c1cc2ccccc2c(=O)o1 (stereo not given)	99	2	-3	1.1	-4	5	-4	6	0.2	-2

Results (from the top)
compound	ABCB6 inh MLPCN	Glyco luc inh	CaV13 ICDI inh	aDG glyco act	PDI turbidity	m5-HT2A agonist	H9c2 protect	Vif imaging	hiPSC survival	Granule exo inh
COc1cc(C2c3cc4c(cc3C3OC(=O)C2C3CO)OCO4)cc(OC)c1OC (stereo not given)	100	8	-11	-0.2	-11	-2	2	.	-1.5	-2
CCCCC(CC)CNC(=O)c1cc2ccccc2c(=O)o1 (stereo not given)	99	2	-3	1.1	-4	5	-4	6	0.2	-2
COc1ccc(CNC(=O)COC(=O)c2ccco2)cc1	90	2	-20	-0.1	3	1	33	1	-0.1	0
COc1ccccc1NS(=O)(=O)c1cc(NC(=O)c2cc[n+]([O-])cc2)ccc1N1CCCC1	95	-1	3	0.0	0	-5	-2	-4	20	-3
c1ccc(C(c2nnnn2Cc2ccco2)N2CCN(c3nc4ccccc4s3)CC2)cc1 (stereo not given)	112	-4	-7	0.1	2	1	-4	-12	-1.0	3
CCC(=O)N1CCCC1(C)C(=O)Nc1cc(OC)ccc1OC (stereo not given)	85	-2	-5	-0.3	-3	4	-4	.	3.1	8
CC(=O)CCC(=O)N1CCCC(CNC(=O)c2ccc(-c3ccccc3)cc2)C1 (stereo not given)	95	0	3	0.1	0	-4	-5	-1	-0.6	0
N#Cc1ccccc1NC(=O)CSc1nnc(-c2ccc(F)cc2)n1-c1ccccc1	92	-3	-3	0.4	-17	-3	-5	-8	-2.1	0
Cc1nn(-c2ccccc2)c(C)c1/C=N/NC(=O)c1cc(-c2ccc(Cl)s2)[nH]n1	81	8	-5	0.1	-8	0	-19	-15	-1.9	8
CCc1ccc(-c2csc3ncn(Cc4ccc(C(=O)O)cc4)c(=O)c23)cc1	96	-1	-4	-0.2	-4	-2	3	5	0.8	-2
O=C(NNC(=O)c1cc2ccccc2cc1O)Nc1ccc(Br)cc1	86	0	-11	1.1	-2	-3	1	.	0.1	2
COC(=O)[C@H](Cc1ccc(O)cc1)NC(=O)Cn1cnc2c(NCc3ccccc3)ncnc21	101	2	-6	0.1	4	-2	14	.	-2.1	-2
Cc1cc2nnc(SCC(=O)NCC(c3ccccc3)N(C)C)n2c2ccccc12 (stereo not given)	101	-1	-2	0.4	-3	-1	11	-2	0.4	-2
CC1(C)CC(=O)c2sc(NC(=O)CN3CCOCC3)nc2C1	95	4	-5	0.0	3	-5	-9	-4	3.2	8
COc1cc2c(cc1O)C(SC)=NC(C)(C)C2	92	5	.	-0.2	-1	-2	-28	6	-0.9	-3
O=C(NCc1cccnc1)c1ccc2nc([C@@H]3O[C@H](CO)[C@H](O)[C@H](O)[C@H]3O)[nH]c2c1	95	-1	-5	-0.1	-8	2	7	7	-1.3	-7
Cc1oc(C(C)(C)C)cc1C(=O)NCC(=O)NCC(=O)O	96	1	-9	-0.1	-3	4	11	14	1.6	-2
O=C(NCc1cccnc1)NC1CC(=O)N(c2ccc3c(c2)OCCO3)C1 (stereo not given)	102	0	-6	0.0	-2	3	2	-5	-0.6	-1
CCCCN(C)CCN1C(=O)C2C(C(=O)Nc3ccc(C)cc3)C3C=CC2(O3)C1C(=O)NC1CCCCC1 (stereo not given)	102	-2	-2	0.2	2	-8	-5	-1	0.2	13
O=C(CN1C(=O)C2C3c4ccccc4C(c4ccccc43)C2C1=O)Nc1cccc(C(=O)O)c1 (stereo not given)	97	0	-19	0.0	14	-1	-2	0	-2.0	7
COc1ccc(/C=C/C(=O)C2CC2)cc1COc1cccc(C)c1C	95	1	-19	-0.1	8	1	-4	-5	-0.8	-1
CCCCN1C[C@H](CSC)[C@@H](CC(=O)Nc2ccc(Br)cc2)C1=O	100	1	-6	-0.2	-11	-4	-2	-2	4.1	2
O=c1c2ccccc2ncn1-c1ccc2c(c1)OCCO2	91	-5	-4	0.4	-8	1	10	1	-0.7	-2
COc1ccccc1-n1c(SCC(=O)Nc2ccccc2C)nc(O)cc1=O	98	2	-5	-0.1	-5	-3	11	-1	1.7	0
CS(=O)(=O)c1nc(S(=O)(=O)c2ccc(Cl)cc2)c(N2CCN(CCO)CC2)s1	101	-9	-3	0.1	14	-2	9	5	-0.5	-3
O=C(NCCN1CCOCC1)c1cc2sccc2n1Cc1ccc(F)cc1	98	-2	-7	-0.3	-14	-4	6	0	-2.3	1
Cc1c(S(=O)(=O)N(C)C2CCCCC2)c(=O)n(C)c(=O)n1C	93	0	-4	0.0	-7	4	1	7	-0.3	30
COCC(=O)Oc1cc(-c2ccc(C)cc2C)c(OC(=O)COC)c(-c2ccc(C)cc2C)c1	98	-12	-5	0.7	0	-1	-13	-9	6.0	-2
COc1ccc(-c2csc3ncnc(N4CCN(S(=O)(=O)c5cccc(Br)c5)CC4)c23)cc1	98	-7	-6	-0.1	-11	0	3	-12	0.1	3
CC12COC3(C(=O)Nc4ccccc4F)CC1CCC32C (stereo not given)	101	4	1	-0.4	1	0	12	12	0.5	-7

Looked up above.
Under m5-HT2A agonist, `CCCCN(C)CCN1C(=O)C2C(C(=O)Nc3ccc(C)cc3)C3C=CC2(O3)C1C(=O)NC1CCCCC1` (stereo not given) is listed with -8
Under hiPSC survival, `Cc1c(S(=O)(=O)N(C)C2CCCCC2)c(=O)n(C)c(=O)n1C` is listed with -0.3

Continuation.
compound	ABCB6 inh MLPCN	Glyco luc inh	CaV13 ICDI inh	aDG glyco act	PDI turbidity	m5-HT2A agonist	H9c2 protect	Vif imaging	hiPSC survival	Granule exo inh
O=C(Nc1cccc([N+](=O)[O-])c1)c1cnccn1	104	0	11	0.1	11	-2	-1	-1	-0.7	?
CCCCC(=O)c1c(C)cc(C)[nH]c1=O	94	1	-4	-0.2	12	2	-6	1	-1.2	0
C=C1C(=O)C23CCC4C(C)(C(=O)OC)CCCC4(C)C2CCC1(O)C3 (stereo not given)	96	-21	-7	-0.2	15	-7	-21	3	-5.2	-7
N#CCCCC1(CCCC#N)OCCO1	95	1	-6	0.0	10	-2	5	-8	-0.9	0
CC(=O)Nc1cc(NC(C)=O)c(N=Nc2ccccc2)cc1C	94	4	-5	-0.1	12	-4	-8	0	-0.5	6
Cc1ccc(-n2nnnc2SCC#N)cc1	94	0	-2	0.0	0	3	-1	-2	-0.2	-4
O=C(COc1ccc2c3c(c(=O)oc2c1)CCCC3)NC(Cc1ccc(Cl)cc1)C(=O)O (stereo not given)	101	-1	.	0.0	.	1	4	2	-0.9	-5
Cc1cc(=O)oc2c3c(cc(OCC(=O)NCCCn4ccnc4)c12)OC(C)(C)CC3	103	5	.	-0.2	.	6	5	0	0.4	-3
COC(=O)c1ccc2nc(-c3cccc(Cl)c3)c(Cc3cccc(Cl)c3)n2c1	102	.	-5	0.9	.	2	.	.	-0.3	2
C/C=C/c1ccc(OCCCN2C(=O)NC(C)(C)C2=O)c(OC)c1	103	0	-9	0.1	-9	-1	-2	-8	0.1	1
Cc1oc(CC(C)C)cc1C(=O)Nc1cccc2ccccc12	103	1	-5	2.0	3	5	-19	-2	-1.1	0
Cc1cnc(-c2nc3ccccc3n2C(C(=O)NC(C)(C)C)c2ccccc2)cn1 (stereo not given)	.	.	-6	0.0	.	6	.	.	.	2
O=C(Nc1c2c(nn1-c1ccc([N+](=O)[O-])cc1)CS(=O)(=O)C2)c1cccs1	96	-1	-3	-0.4	-4	-5	-9	-6	-0.1	0
Cc1ccc(C(=O)Nc2ncccc2C)o1	90	1	-5	0.1	-5	3	6	-1	0.1	1
CCOC(=O)c1c(NC(=O)COC(=O)c2c(C)noc2C)sc2c1CCC2	94	2	-4	0.1	-8	-1	-13	9	-4.5	0
CC1CN(C)C(C)c2c1oc1ccc(N)cc21 (stereo not given)	95	0	-2	1.3	1	2	1	-3	-0.2	-2

16 structures already listed, sorted by heavy-atom count, high to low:
compound	ABCB6 inh MLPCN	Glyco luc inh	CaV13 ICDI inh	aDG glyco act	PDI turbidity	m5-HT2A agonist	H9c2 protect	Vif imaging	hiPSC survival	Granule exo inh
COCC(=O)Oc1cc(-c2ccc(C)cc2C)c(OC(=O)COC)c(-c2ccc(C)cc2C)c1	98	-12	-5	0.7	0	-1	-13	-9	6.0	-2
COc1ccc(-c2csc3ncnc(N4CCN(S(=O)(=O)c5cccc(Br)c5)CC4)c23)cc1	98	-7	-6	-0.1	-11	0	3	-12	0.1	3
O=C(COc1ccc2c3c(c(=O)oc2c1)CCCC3)NC(Cc1ccc(Cl)cc1)C(=O)O (stereo not given)	101	-1	.	0.0	.	1	4	2	-0.9	-5
Cc1cc(=O)oc2c3c(cc(OCC(=O)NCCCn4ccnc4)c12)OC(C)(C)CC3	103	5	.	-0.2	.	6	5	0	0.4	-3
Cc1cnc(-c2nc3ccccc3n2C(C(=O)NC(C)(C)C)c2ccccc2)cn1 (stereo not given)	.	.	-6	0.0	.	6	.	.	.	2
COC(=O)c1ccc2nc(-c3cccc(Cl)c3)c(Cc3cccc(Cl)c3)n2c1	102	.	-5	0.9	.	2	.	.	-0.3	2
O=C(Nc1c2c(nn1-c1ccc([N+](=O)[O-])cc1)CS(=O)(=O)C2)c1cccs1	96	-1	-3	-0.4	-4	-5	-9	-6	-0.1	0
C=C1C(=O)C23CCC4C(C)(C(=O)OC)CCCC4(C)C2CCC1(O)C3 (stereo not given)	96	-21	-7	-0.2	15	-7	-21	3	-5.2	-7
C/C=C/c1ccc(OCCCN2C(=O)NC(C)(C)C2=O)c(OC)c1	103	0	-9	0.1	-9	-1	-2	-8	0.1	1
Cc1oc(CC(C)C)cc1C(=O)Nc1cccc2ccccc12	103	1	-5	2.0	3	5	-19	-2	-1.1	0
Cc1c(S(=O)(=O)N(C)C2CCCCC2)c(=O)n(C)c(=O)n1C	93	0	-4	0.0	-7	4	1	7	-0.3	30
CC12COC3(C(=O)Nc4ccccc4F)CC1CCC32C (stereo not given)	101	4	1	-0.4	1	0	12	12	0.5	-7
O=C(Nc1cccc([N+](=O)[O-])c1)c1cnccn1	104	0	11	0.1	11	-2	-1	-1	-0.7	?
CC1CN(C)C(C)c2c1oc1ccc(N)cc21 (stereo not given)	95	0	-2	1.3	1	2	1	-3	-0.2	-2
Cc1ccc(-n2nnnc2SCC#N)cc1	94	0	-2	0.0	0	3	-1	-2	-0.2	-4
N#CCCCC1(CCCC#N)OCCO1	95	1	-6	0.0	10	-2	5	-8	-0.9	0

Bioassay records deposited in PubChem by several laboratories.
